HT1080-NT tox: qHTS for induction of synthetic lethality in tumor cells producing 2HG: qHTS for the HT-1080-NT fibrosarcoma cell line | HT-1080-NT fibrosarcoma viability, CellTiter-Glo ATP luminescence, 48 h | Potency, µM (top dose mostly 46.1 µM), for the others: top-dose activity, negative = less viability, usual class: cytotoxic | 360,000 tested, 1.6% active | AID 686970, 2013;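 further: NT is the 2HG producing partner of a matched IDH1 knockdown line; potency means the concentration at half of the fitted maximal effect; 0% = DMSO-treated cells and -100% = media-only wells without cells; nearly all actives have a fitted effect of over 55% in size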
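HT-1080-NT fibrosarcoma cells (2HG-overproducing), 750 cells/well in RPMI with 5% FBS, dosed after 2 h and incubated 48 h at 37C. CellTiter-Glo luminescence normalized to DMSO and no-cell wells; concentration-response curves fitted and classed.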
HEK293 tox: qHTS of GLP-1 Receptor Inverse Agonists: Cytotox Screen. AID 624418, 2012. Potency, µM (titrated, usually from 38.3 µM), inactives show at the top dose activity change, negative = inhibition, usual class: inhibitors. 410,000 tested, 0.13% active. HEK293 cAMP-luciferase reporter cells, luminescence, 24 h;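 further: loss of luciferase light is scored as toxicity; potency means the concentration at half of the fitted maximal effect; on the % scale 0 is the no-effect control and ±100 the full control effect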
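A 23 nL compound transfer followed 12 hours of cell culture at 37 deg C; exposure then lasted 24 hr. Luciferase assay detection reagent was dispensed and plates read for luminescence after a 12 min room-temperature wait.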
DRD3 agonist: qHTS of D3 Dopamine Receptor Agonist: qHTS | D3R DiscoveRx beta-arrestin cells, luminescence, 90 min | D(3) dopamine receptor (Homo sapiens), P35462 | 410,000 tested, 0.58% active | max activation, %; in the data active means max activation above about 30%; further: 0% is about no effect; mostly tested at two doses, the higher about 12 µM
Target sequence (P35462 whole entry, looked up): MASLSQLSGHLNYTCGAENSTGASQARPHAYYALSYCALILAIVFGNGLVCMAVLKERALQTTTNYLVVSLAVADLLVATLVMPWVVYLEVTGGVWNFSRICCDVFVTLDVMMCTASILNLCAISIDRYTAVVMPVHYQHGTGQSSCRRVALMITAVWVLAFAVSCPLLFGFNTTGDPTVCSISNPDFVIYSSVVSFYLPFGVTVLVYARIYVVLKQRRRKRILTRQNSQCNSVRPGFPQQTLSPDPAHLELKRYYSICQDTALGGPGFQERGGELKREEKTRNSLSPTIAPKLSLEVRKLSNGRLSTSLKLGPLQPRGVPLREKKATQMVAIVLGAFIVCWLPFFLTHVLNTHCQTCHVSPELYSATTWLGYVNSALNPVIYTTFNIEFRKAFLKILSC
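Agonist-mode cell screen: cells plated at 1500/well and incubated overnight at 37 °C, then exposed to library compounds for 90 min at 37 °C. Detection reagent was added for 30–60 min at room temperature, and luminescence was read.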
HT1080 IDH1KD tx: qHTS for induction of synthetic lethality in tumor cells producing 2HG: qHTS for the HT-1080-IDH1KD cell line | HT-1080 IDH1 knockdown viability, ATP luminescence, 48 h | Potency, µM (top dose mostly 46.1 µM), without a hit: top-dose activity, negative = toxicity, actives largely listed as cytotoxic | 360,000 tested, 2% active | AID 686971, 2013;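 further: potency means the concentration at half of the fitted maximal effect; 0% = DMSO wells and -100% = cell-free medium wells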
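Viability of IDH1-knockdown HT-1080 fibrosarcoma cells was assessed by CellTiter-Glo after 48 h at 37 °C with titrated compound; concentration-effect curves were classified by fit quality and response size.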
MCF10A rereplic: A quantitative high throughput screen for small molecules that induce DNA re-replication in MCF 10a normal breast cells | MCF 10A DNA re-replication, Hoechst nuclear intensity, 48 h | Potency, µM (top dose mostly 46.1 µM), for the others: at the top dose activity, positive = re-replication, actives largely listed as activators | 350,000 tested, 2.9% active | AID 624296, 2012; further: potency means the concentration at half of the fitted maximal effect; % of control where 0% means no effect; nearly all actives have a fitted effect of over 50% in size
IL-1B inflam inh: qHTS for Inhibitors of Inflammasome Signaling: IL-1-beta AlphaLISA Primary Screen; THP-1 LPS/ATP IL-1B secretion, AlphaLISA, 16 h; hits give low values; activity change, % at 57.5 µM; 360,000 tested, 4.7% active; AID 743279, 2014; in the data active means activity change below about -50%; inconclusive means mostly about -30% to -49%; further: on the % scale 0 is the no-effect control and ±100 the full control effect
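THP-1 cells pretreated 1 hr with compounds (up to 57.5 uM final), then stimulated with LPS (250 ng/mL final) plus ATP (1.25 mM final); secreted IL-1B measured by AlphaLISA after 16 hr, decreased signal indicating inhibition.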
SW480 rereplic: A quantitative high throughput screen for small molecules that induce DNA re-replication in SW480 colon adenocarcinoma cells | SW480 DNA re-replication, Hoechst DNA content imaging, 48 h | Potency, µM (titrated, usually from 46.1 µM), inactives show at the highest dose re-replication activation, hits mostly activators | 340,000 tested, 1.8% active; further: potency means the concentration at half of the fitted maximal effect; % of control where 0% means no effect; nearly all actives have a fitted effect of over 55% in size
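First, 250 cells per well were seeded. Next, compound or vehicle (23 nL) was pinned in, plates sat 48 hr at 37 C. Finally Hoechst was added for 40 min before fluorescence scanning.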
KB-3-1 tox: qHTS assay for MDR1-selective chemotherapeutics: Primary screen using the parental adenocarcinoma cell KB-3-1 | KB-3-1 viability, CellTiter-Glo ATP luminescence, 72 h | Potency, µM (doses to about 46.1 µM), without a hit: at the top dose activity change, negative = cytotoxic, usual class: cytotoxic | 400,000 tested, 1.4% active | AID 1347075, 2019; further: potency means the concentration at half of the fitted maximal effect; on the % scale 0 is the no-effect control and ±100 the full control effect; nearly all actives have a fitted effect of over 60% in size
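Multi-concentration cytotoxicity screen in KB-3-1 cells grown in DMEM lacking phenol red with 10% FBS. After 72 h at 37 °C with compound, ATP-dependent luminescence was recorded.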
KB-V1 MDR tox: qHTS assay for MDR1-selective chemotherapeutics: Primary screen using the drug-selected MDR subline cells KB-V1. KB-V1 MDR cells viability, CellTiter-Glo, 72 h. Potency, µM (doses to about 46.1 µM), for the others: at the highest dose activity change, negative = cytotoxicity, most hits filed as cytotoxic. AID 1347076, 2019. 400,000 tested, 3.4% active; further: potency means the concentration at half of the fitted maximal effect; on the % scale 0 is the no-effect control and ±100 the full control effect; nearly all actives have a fitted effect of over 60% in size
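Cells of the MDR subline KB-V1 are plated, dosed with compound at multiple concentrations, and incubated 72 h at 37 degrees C; CellTiter-Glo is then added and luminescence read after 10 min.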
The depositor's hits bear a star; ? = inconclusive; . = no result given; & = joins results of further samples; [ ] = another dose, or the depositor's remark. Unless noted, the call rests on the fitted dose curve; in most records, active means well fitted curve in the direction sought with a large enough effect; inconclusive means small, poorly fitted or top-dose-only effect, or another doubt; inactive means no such curve, though single readings can be large; an effect the other way counts as inactive or inconclusive.

SMILES | HT1080-NT tox | HEK293 tox | DRD3 agonist | HT1080 IDH1KD tx | MCF10A rereplic | IL-1B inflam inh | SW480 rereplic | KB-3-1 tox | KB-V1 MDR tox
Cc1nn(C)c(Cl)c1CN1CCCC(C(=O)Nc2ccc(-c3cscn3)cc2)C1 (stereo not drawn) | -6.4% | -12.1% | -16.7 | -3.9% | ? | -69.0* | 0.6% | . | .
O=C(NCCc1ccccc1)C(=O)NCC1OCCCN1S(=O)(=O)c1ccc(F)cc1 (stereo not drawn) | 2.9% | -0.3% | -5.5 | 0.8% | -3.4% | 0.0 | 0.9% | 27.5% | -3.2%
CN(C(=O)COC(=O)/C=C/c1ccc2ccccc2n1)C1CCS(=O)(=O)C1 (stereo not drawn) | -29.7% | -2.5%[7.66 µM] | -2.3 | -20.9% | ? | -105.8* | 17.1% | 0.0% | ?
Cc1ccccc1N1CCN(C2CCCN(C(=O)c3ccc(Cl)s3)C2)CC1 (stereo not drawn) | 4.8% | 9.0% | -37.0 | -2.6% | 3.3% | -11.0 | 6.0% | 0.0% | 13.2%
COc1ccc(NC(=O)C[C@H]2C(=O)N(Cc3ccccc3)C[C@@H]2CSC)cc1 | 1.1% | 1.9% | -1.7 | -7.8% | . | -17.9 | . | 3.9% | ?
CCOc1ccccc1NC(=S)NCc1cccn1C | 19.6% | 6.8% | -16.9 | 16.9% | 0.0% | 20.8 | ? | 17.0% | 2.1%
Cc1ccc(C(C(=O)NC2CCCCC2)N(C)Cc2ccccc2)cc1 (stereo not drawn) | . | 1.5% | -18.7 | . | . | . | . | -7.0% | ?
Cc1ccc(Cc2c(-c3ccc(C)cc3)nc3cc(C)ccn23)cc1 | -12.6% | ? | 2.0 | -13.2% | . | -6.0 | . | ? | -0.3%
COc1ccc2c(c1)[C@H]1[C@H](CO2)[C@H](c2ccccc2)[C@]2(C)C(=O)N[C@H](C)C(=O)N12 | -1.3% | 0.2% | -5.6 | 8.4% | 14.2% | 26.4 | -2.0% | 1.7% | 14.4%
COc1cccc(CC(NC(C)=O)C(=O)NC2CCN(c3c(Cc4ccccc4)c(C)nc4ncnn34)CC2)c1OC (stereo not drawn) | 1.0% | 21.9% | 11.7 | 16.2% | -0.5% | -16.1 | -1.3% | -1.6% | 18.9%
CCC(C)(C)NC(=O)CN(C(=O)C(=O)Nc1ccc2c(c1)OCCO2)C1CC1 | -4.2% | 15.3% | -31.5 | -4.1% | 0.1% | -2.4 | -10.8% | 14.6% | ?
COc1cccc(NC(=O)c2ccc3c(c2)CCN3S(C)(=O)=O)c1 | -6.9% | -16.4%&-14.8% | -4.9&-8.9 | 0.9% | 5.6% | ? | -12.9% | -3.4%&-5.9% | -0.4%&3.2%
COC(=O)c1cc(-c2ccccc2)n(CC(=O)O)c1C | 9.4% | -10.1% | 0.9 | 13.4% | -0.6% | 15.7 | 0.3% | 2.6% | 11.7%
Cc1noc(C)c1C(=O)N1CCN(c2ccccc2O)CC1 | 5.9% | -11.2% | -5.8 | 14.3% | -2.8% | 5.4 | -4.7% | -3.7% | -2.4%
Cc1ccc(-c2nc(C(Cl)Cl)c3ccccc3n2)cc1 | -15.8% | -0.8% | -16.7 | -21.4% | ? | 203.2 | ? | 20.6µM* | 20.6µM*
CCCCCCCNC(=O)C1(CC2CC(c3cccc(Br)c3)=NO2)CCN(C(=O)OC(C)(C)C)CC1 (stereo not drawn) | 7.3% | 13.4% | -15.2 | 0.2% | 12.0% | -1.5 | -0.9% | 0.0% | -12.5%
CCCCn1nnnc1C1(C)CCC(=O)N1CCOc1ccccc1 (stereo not drawn) | 17.9% | 3.2% | 1.6 | 13.0% | . | 11.8 | . | 9.0% | ?
C=CCn1c(O)c(C=Nc2ccc(CN3CCCCC3)cc2)c(=O)[nH]c1=S | 1.6% | 29.9% | -24.7 | -4.9% | ? | . | 59.9% | ? | ?
CCn1c(SCC(=O)NC2(C#N)CCCCC2)nc2ccccc2c1=O | 5.5% | 7.6% | -0.8 | -2.3% | 6.5% | 9.6 | -1.2% | -1.3% | ?
COc1ccc(S(=O)(=O)Nc2ncccn2)cc1 | 10.6% | 7.4% | 2.1 | 13.5% | -3.1% | -7.3 | -1.8% | 2.1% | ?
O=C(O)Cc1ccc(NS(=O)(=O)c2ccccc2Cl)cc1 | 4.3% | 6.4%[7.66 µM] | 3.3 | 2.7% | 10.9% | 22.6 | -3.2% | 5.7% | -5.6%
Cc1ccc2c(CSc3nc4nc(C)cc(C)n4n3)cc(=O)oc2c1 | -3.7% | 2.7% | -0.7 | 0.3% | 17.0% | -5.7 | -10.5% | -5.1% | -2.3%
CC(C)CC(=O)c1c[nH]c(C(=O)NCc2ccc(F)cc2)c1 | 7.9% | 0.9% | -2.3 | -0.7% | -1.1% | -6.5 | -16.2% | 4.1% | -8.6%
COCCn1c(SCC(=O)Nc2cccc(OC)c2)nnc1-c1ccc(Cl)cc1 | ? | -41.0% | 5.8 | 8.4%[9.24 µM] | 19.3% | ? | -2.5% | 12.2% | -16.2%
O=C(CN1C(=O)NC2(CCCC2)C1=O)NNC(=O)c1ccc(F)cc1 | -1.8% | -7.2% | 25.1 | 0.9% | -21.5% | 4.0 | -114.4%[inhibitor] | 8.0% | -6.7%
CCCN(Cc1nnc(-c2cccs2)o1)C(=O)c1cc(S(=O)(=O)N2CCOCC2)ccc1C | 0.9% | -2.3% | 4.6 | 0.2% | -0.9% | -8.4 | 4.0% | 27.7% | -1.1%
O=C(N/N=C/c1cccnc1)c1cc(Br)ccc1O | 17.2% | 0.1% | 0.7 | 17.2% | -4.8% | 13.7 | 1.4% | -4.9% | -7.3%
O=C(/C=C/c1ccccc1)Nc1cccc(C(=O)N2CCCCC2)c1 | 9.2% | 4.2% | -3.0 | 4.0% | 0.2% | 16.3 | -0.2%[9.22 µM] | -1.0% | -4.2%
Cc1ccnc(NC(=O)C2CCN(S(=O)(=O)c3ccc(C)c(C)c3)CC2)c1 | -21.0% | -8.2% | -5.1 | -12.4% | -27.0% | -83.6* | -4.2% | -15.3% | ?
CCCN(CCC)C(=O)CC(c1ccccc1)c1ccc(C)cc1O (stereo not drawn) | -3.0% | -7.8% | -5.8 | ? | -3.3% | -18.3 | 3.0% | 21.6% | 7.31µM*
O=C(Cn1c(=O)oc2cc(S(=O)(=O)N3CCc4ccccc43)ccc21)N1CCCCC1 | -7.8% | 8.8% | -1.3 | -8.8% | -6.3% | 5.8 | -1.6% | 2.9% | 7.6%
CN1C(=O)N(C)C2(C)CC1(C)N(C)C(=O)N2C | 4.4% | -3.0% | -0.5 | 5.0% | 3.1% | -22.3 | 4.8% | 5.5% | 1.8%
Cc1nnc(SCC(=O)Nc2ncc3c(n2)CC(C)(C)CC3=O)s1 | 9.8% | 3.7% | 5.6 | 0.0% | 200.6%[0.0737 µM] | -0.4 | ? | -5.5% | ?
CN(C(=O)CN1C(=O)/C(=C/c2ccccc2F)SC1=S)C1CCS(=O)(=O)C1 (stereo not drawn) | -3.5% | -4.5% | 0.8 | 10.5% | -1.4% | -1.3 | 3.6% | 2.1% | 0.0%
O=C(N/N=C/c1cccc([N+](=O)[O-])c1)C1CC(=O)N(c2ccc(Br)cc2)C1 (stereo not drawn) | 7.4% | -0.8% | -7.0 | 11.1% | -4.1% | -1.8 | -14.0% | 11.1% | ?
COC(=O)c1cc(-c2cccc([N+](=O)[O-])c2)c2c(=O)[nH]c(=O)n(C)c2n1 | -0.8% | 14.0% | -5.3 | -2.9% | 0.4% | 16.1 | 20.3% | -4.6% | -2.2%
CN(C(=O)COC(=O)c1c2c(nc3ccccc13)/C(=C/c1cccc([N+](=O)[O-])c1)CCC2)C1CCS(=O)(=O)C1 (stereo not drawn) | ? | -27.4% | 4.4 | 5.8µM* | ? | 0.0 | -2.4% | 5.8µM* | ?
CCOC(=O)c1ccc(NC(=O)CSc2cc(=O)n(CC)c3ccccc23)cc1 | . | -3.2% | -2.3 | . | . | . | . | -8.9% | 15.1%
CCCC(=O)Nc1nc2c(s1)COc1ccccc1-2 | 5.5% | -2.2% | -0.8 | 0.0% | 5.0% | 21.7 | -6.4% | 1.3% | -4.8%
COc1ccccc1NC(=O)CN(Cc1ccco1)C(=O)c1ccc(=O)[nH]c1 | 16.5% | -7.3% | 15.3 | -4.3% | -11.2% | -6.1 | ? | -16.2% | -4.4%
CCOc1c(CNCc2ccc(C(=O)O)cc2)cccc1OC | 20.0% | -2.1% | 9.5 | -1.5% | -8.2% | 2.5 | -17.3% | 14.0% | 23.7%
COCCn1c(SCC(=O)Nc2ccc(OC)c(S(N)(=O)=O)c2)nc2ccccc2c1=O | -13.3% | 0.0% | 7.9 | -5.0% | -4.1% | -13.0 | -4.5% | 18.4% | 1.5%
O=C(CCC1CCCN(C(=O)CCN2CCCCC2=O)C1)NCc1ccccc1F (stereo not drawn) | 8.1% | 2.9% | -3.7 | 12.1% | -2.6% | 6.1 | -9.2% | ? | 0.0%
COC(=O)c1cc(NS(=O)(=O)c2cc(Br)cc3c2N(C(C)=O)CC3)cc(C(=O)OC)c1 | . | -0.8% | -11.6 | . | . | . | . | -12.3% | 19.0%

High-throughput results: PubChem, National Center for Advancing Translational Sciences (NCATS)
